# Bioassay records from PubChem BioAssay.
# INS-1E rescue: protection of INS-1E cells from cytokine death, primary screen, ATP luminescence, single point. INS-1E cytokine-induced death, 48 h; normalised: neutral wells 0, positive control 100. protection from cytokine-induced ATP loss, % at 10 µM. 0.1% of 20,000 active;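 active means mean replicate protection from cytokine-induced ATP loss at least 50% and at least 75% of replicates each reaching 50%; inconclusive means meets only one of the two criteria, mean or replicate share; inactive means fails both the mean and replicate share criteria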
#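 Assay system – rat INS-1E insulinoma cell line · Quantity – 8000 cells per well · Buffer or medium – RPMI without phenol red, 5% FBS · Schedule – 48 h co-treatment, 10 min post-lysis read · Technique – luminescent ATP assay (CellTiter-Glo)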
# T cruzi intra: inhibitors of intracellular Trypanosoma cruzi, primary screen, cell-based, plate reader, single point, set 2 | activity score (inhibition), % at 5.01 µM | 4.9% of 22,000 active | intracellular Trypanosoma cruzi in host cells; in the data active means activity score above about 55%; inconclusive means no clear call, values can overlap the other calls;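 further: parasites and compound incubated about four days before reading; 0% = median of neutral control wells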
# Active calls of the source: *; ? = inconclusive; nt = not tested or not shown. Outcome played no part in choosing rows (roughly 5.1% active in at least one column).
canonical_smiles | INS-1E rescue | T cruzi intra
Cc1ccc(S(=O)(=O)Nc2ccc3c(c2)C(=O)N([C@@H](C)CO)C[C@@H](C)[C@@H](CN(C)Cc2ccncc2)O3)cc1 | nt | 5.4
C[C@@H]1CN([C@H](C)CO)C(=O)Cc2cc(NC(=O)C3CCCCC3)ccc2O[C@@H]1CN(C)C(=O)Nc1ccccc1 | 2.1 | -9.0
C[C@@H]1CN([C@@H](C)CO)C(=O)c2cc(NS(=O)(=O)c3cn(C)cn3)ccc2O[C@H]1CN(C)C(=O)Nc1ccccc1 | -8.5 | -2.4
COc1ccc(NC(=O)N(C)C[C@@H]2Oc3ccc(NC(=O)Nc4ccc5c(c4)OCO5)cc3C(=O)N([C@H](C)CO)C[C@H]2C)cc1 | -12.2 | -24.9
C[C@H](CO)N1C[C@H](C)[C@@H](CN(C)Cc2ccccc2)Oc2ccc(NC(=O)Nc3ccccc3)cc2C1=O | nt | 8.4
C[C@@H]1CN([C@@H](C)CO)C(=O)c2cc(NC(=O)NC3CCCCC3)ccc2O[C@H]1CN(C)C(=O)Nc1ccc(F)cc1 | 6.9 | -18.1
CCCN(C)C[C@@H]1OCCCC[C@@H](C)Oc2ccc(NC(=O)CCCCCC(=O)Nc3ccccc3N)cc2C(=O)N([C@H](C)CO)C[C@@H]1C | 7.5 | -37.8
Cc1noc(C)c1NC(=O)N(C)C[C@@H]1Oc2ccc(NS(=O)(=O)c3ccc(F)cc3)cc2C(=O)N([C@H](C)CO)C[C@H]1C | -15.7 | -9.8
C[C@@H]1CN([C@@H](C)CO)C(=O)c2cccc(NC(=O)c3ccc(-c4nccs4)cc3)c2O[C@@H]1CN(C)Cc1ccc(Cl)c(Cl)c1 | -46.8 | 35.5
C[C@H]1CN([C@@H](C)CO)C(=O)c2cc(NC(=O)Cc3ccccc3)ccc2O[C@@H]1CN(C)Cc1ccc(C(=O)O)cc1 | 4.1 | -1.6
C[C@@H]1CCCCO[C@@H](CN(C)C(=O)Nc2ccccc2)[C@@H](C)CN([C@H](C)CO)C(=O)c2cc(NS(=O)(=O)c3ccc(Cl)cc3)ccc2O1 | 11.4 | -6.9
COc1ccc(S(=O)(=O)N(C)C[C@@H]2Oc3ccc(NC(=O)C4CC4)cc3CC(=O)N([C@H](C)CO)C[C@@H]2C)cc1 | 2.9 | -18.0
C[C@@H]1CN([C@@H](C)CO)C(=O)c2cc(NC(=O)NC3CCCCC3)ccc2O[C@H]1CN(C)CC1CCCCC1 | -0.2 | -30.5
CC(C)NC(=O)N(C)C[C@@H]1Oc2c(NS(C)(=O)=O)cccc2C(=O)N([C@H](C)CO)C[C@H]1C | 5.1 | -16.8
C[C@@H]1CN([C@@H](C)CO)C(=O)Cc2cc(N(C)C)ccc2O[C@@H]1CN(C)CC1CC1 | 13.3 | 9.5
Cc1noc(C)c1NC(=O)Nc1ccc2c(c1)CC(=O)N([C@H](C)CO)C[C@H](C)[C@H](CN(C)C(=O)Nc1c(C)noc1C)O2 | 7.9 | -14.2
Cc1noc(C)c1S(=O)(=O)Nc1ccc2c(c1)C(=O)N([C@H](C)CO)C[C@@H](C)[C@@H](CN(C)C(=O)Nc1cccc3ccccc13)O2 | 1.0 | -0.2
CC(C)NC(=O)Nc1ccc2c(c1)C(=O)N([C@@H](C)CO)C[C@@H](C)[C@H](CN(C)C(=O)NC(C)C)O2 | 8.4 | -1.5
O=C(CCCCC(=O)N/N=C/c1ccc(O)cc1)NO | 0.9 | -7.6
C[C@@H]1CN([C@@H](C)CO)C(=O)Cc2cc(NC(=O)C3CCCCC3)ccc2O[C@@H]1CN(C)Cc1ccc(C(F)(F)F)cc1 | -10.5 | 44.1
Cc1noc(C)c1NC(=O)N(C)C[C@H]1Oc2c(NS(=O)(=O)c3cn(C)cn3)cccc2C(=O)N([C@H](C)CO)C[C@H]1C | 7.8 | 6.3
CC1(C)COC(CCC/C=N/NC(=O)c2ccccc2O)OC1 | -11.4 | -10.2
COc1ccc(NC(=O)Nc2cccc3c2O[C@@H](CN(C)Cc2ccc4c(c2)OCO4)[C@@H](C)CN([C@@H](C)CO)C3=O)cc1 | -5.5 | -8.9
C[C@H](CO)N1C[C@H](C)[C@H](CN(C)CC2CCCCC2)Oc2ccc(NC(=O)c3ccncc3)cc2C1=O | -2.6 | -6.4
Cc1ccsc1/C=N/NC(=O)c1ccccc1O | -3.4 | -14.8
CNC[C@H]1Oc2ccc(NC(=O)Cc3cn(C)c4ccccc34)cc2C(=O)N([C@@H](C)CO)C[C@H]1C | 6.5 | -3.1
COc1ccc(CN(C)C[C@H]2Oc3ccc(NS(=O)(=O)c4c(C)noc4C)cc3CC(=O)N([C@@H](C)CO)C[C@@H]2C)cc1 | -9.5 | 37.9
C[C@H](CO)N1C[C@H](C)[C@H](CN(C)S(=O)(=O)c2cn(C)cn2)Oc2ccc(NS(=O)(=O)c3ccc(Cl)cc3)cc2CC1=O | 2.6 | -3.8
COc1ccc(NC(=O)N(C)C[C@@H]2OCCCC[C@@H](C)Oc3ccc(NC(=O)CCC(F)(F)F)cc3C(=O)N([C@H](C)CO)C[C@@H]2C)cc1 | 5.4 | -32.5
C[C@@H]1CN([C@@H](C)CO)C(=O)c2cccc(NC(=O)c3nc4ccccc4s3)c2O[C@@H]1CN(C)Cc1ccc(C(=O)O)cc1 | 7.3 | -2.1
CNC[C@H]1Oc2ccc(NS(=O)(=O)c3ccc(C)cc3)cc2CC(=O)N([C@H](C)CO)C[C@H]1C | 3.7 | -16.9
Cc1noc(C)c1S(=O)(=O)Nc1ccc2c(c1)C(=O)N([C@H](C)CO)C[C@H](C)[C@@H](CN(C)Cc1ccc3c(c1)OCO3)OCCCC[C@@H](C)O2 | -0.3 | -23.6
C[C@H]1CN([C@@H](C)CO)C(=O)c2cccc(NC(=O)c3ccncc3)c2O[C@H]1CN(C)S(=O)(=O)c1ccc(F)cc1 | 7.9 | 21.6
COc1ccc(S(=O)(=O)N(C)C[C@H]2Oc3c(NC(=O)c4cnccn4)cccc3C(=O)N([C@@H](C)CO)C[C@H]2C)cc1 | 4.5 | 4.0
COc1ccc(NC(=O)Nc2cccc3c2O[C@H](CN(C)C(=O)Nc2ccc(OC)cc2)[C@@H](C)CN([C@@H](C)CO)C3=O)cc1 | 5.4 | -6.9
CNC[C@H]1Oc2c(cccc2N(C)C)C(=O)N([C@H](C)CO)C[C@@H]1C | 11.3 | -24.0
CNC[C@@H]1Oc2ccc(NC(=O)Nc3ccc4c(c3)OCO4)cc2CC(=O)N([C@H](C)CO)C[C@@H]1C | -1.0 | -12.3
CC(C)OC(=O)N(C)C[C@H]1OCc2cn(nn2)CCCC(=O)N([C@@H](C)CO)C[C@@H]1C | nt | 2.9
C[C@H](CO)N1C[C@H](C)[C@@H](CN(C)S(=O)(=O)c2ccc(Cl)cc2)Oc2c(NS(=O)(=O)c3cccs3)cccc2C1=O | 7.3 | 3.5
C[C@H](CO)N1C[C@H](C)[C@@H](CN(C)Cc2ccc(C(=O)O)cc2)Oc2c(NS(=O)(=O)c3ccc(Cl)cc3)cccc2C1=O | 10.3 | -3.7
COc1ccc(NC(=O)Nc2ccc3c(c2)C(=O)N([C@H](C)CO)C[C@H](C)[C@H](CN(C)C)OCCCC[C@@H](C)O3)cc1 | 9.7 | -31.6
CC(C)NC(=O)Nc1ccc2c(c1)C(=O)N([C@H](C)CO)C[C@H](C)[C@H](CN(C)Cc1ccc(C(=O)O)cc1)OCCCC[C@@H](C)O2 | -1.4 | -25.6
COc1cc(Cl)c(/C=N/NC(=O)CCCCCCC(=O)Nc2ccccc2O)c(Cl)c1OC | 3.2 | -11.7
C[C@@H]1CN([C@@H](C)CO)C(=O)c2cc(NC(=O)c3ccncc3)ccc2O[C@H]1CN(C)S(=O)(=O)c1ccc(F)cc1 | 0.6 | 5.0
C[C@@H]1CN([C@@H](C)CO)C(=O)c2cc(NS(=O)(=O)c3cn(C)cn3)ccc2O[C@@H]1CN(C)C(=O)Nc1ccc(F)cc1 | -0.5 | -6.1
C[C@@H]1CN([C@@H](C)CO)C(=O)Cc2cc(NC(=O)C3CC3)ccc2O[C@@H]1CN(C)CC1CC1 | 8.3 | -5.5
C[C@@H]1CN([C@H](C)CO)C(=O)c2cccc(NC(=O)CCCCCC(=O)Nc3ccccc3N)c2O[C@H]1CN(C)Cc1ccc2c(c1)OCO2 | 33.8 | 48.6
COc1ccc(S(=O)(=O)N(C)C[C@@H]2Oc3c(NC(=O)NC(C)C)cccc3C(=O)N([C@H](C)CO)C[C@H]2C)cc1 | 7.1 | 16.9
C[C@H](CO)N1C[C@H](C)[C@H](CN(C)C(=O)NC2CCCCC2)Oc2ccc(N(C)C)cc2CC1=O | 10.9 | -12.7
C[C@H](CO)N1C[C@H](C)[C@H](CN(C)Cc2ccc(Oc3ccccc3)cc2)Oc2ccc(NC(=O)Cc3ccccc3)cc2C1=O | -40.7 | 27.3
C[C@H](CO)N1C[C@H](C)[C@H](CN(C)C(=O)NC2CCCC2)Oc2ncc(-c3cc4ccccc4o3)cc2C1=O | nt | 32.3
COc1ccc(NC(=O)Nc2cccc3c2O[C@H](CN(C)C(=O)Nc2ccc(OC)cc2)[C@H](C)CN([C@@H](C)CO)C3=O)cc1 | 12.2 | -17.9
C[C@@H]1CN([C@H](C)CO)C(=O)c2cc(NC(=O)C3CCCCC3)ccc2O[C@H]1CN(C)S(=O)(=O)c1ccccc1 | -6.0 | -2.3
Cc1noc(C)c1NC(=O)Nc1cccc2c1O[C@H](CN(C)C(=O)Nc1ccc(C(F)(F)F)cc1)[C@H](C)CN([C@@H](C)CO)C2=O | 11.7 | -10.2
C[C@@H]1CN([C@@H](C)CO)C(=O)Cc2cc(NS(=O)(=O)c3cn(C)cn3)ccc2O[C@@H]1CN(C)S(=O)(=O)c1ccccc1 | 0.2 | -37.5
C[C@@H]1CN([C@@H](C)CO)C(=O)Cc2cc(NC(=O)Cc3cn(C)c4ccccc34)ccc2O[C@@H]1CN(C)Cc1ccncc1 | -9.2 | 64.8*
C[C@H]1CN([C@@H](C)CO)C(=O)c2cc(NC(=O)C3CC3)ccc2O[C@@H]1CN(C)Cc1ccc(-c2ccccc2)cc1 | -6.0 | 2.8
O=C(CCCCCCC(=O)Nc1ccccc1O)N/N=C/c1ccncc1Br | 1.6 | 6.0
C[C@H]1CN([C@@H](C)CO)C(=O)Cc2cc(NS(=O)(=O)c3cccs3)ccc2O[C@H]1CN(C)Cc1ccc(C(F)(F)F)cc1 | 9.4 | 14.1
C[C@@H]1CN([C@H](C)CO)C(=O)c2cccc(NS(=O)(=O)c3ccc(Cl)cc3)c2O[C@@H]1CN(C)C(=O)Nc1ccc(C(F)(F)F)cc1 | -33.1 | 2.5

# (listing goes on)
canonical_smiles | INS-1E rescue | T cruzi intra
C[C@H]1CN([C@@H](C)CO)C(=O)Cc2cc(NC(=O)Cn3cnnn3)ccc2O[C@H]1CN(C)Cc1ccc(-c2ccccc2)cc1 | 1.4 | -12.2
C[C@@H]1CN([C@@H](C)CO)C(=O)c2cc(NC(=O)CCCCCC(=O)Nc3ccccc3N)ccc2O[C@H]1CN(C)C(=O)Nc1ccc2c(c1)OCO2 | -4.4 | -52.2
C[C@@H]1CN([C@H](C)CO)C(=O)c2cccc(NS(=O)(=O)c3ccc(Cl)cc3)c2O[C@@H]1CN(C)Cc1ccc(C(=O)O)cc1 | 1.8 | -24.4
C[C@H]1CN([C@@H](C)CO)C(=O)c2cccc(NC(=O)C3CCOCC3)c2O[C@@H]1CN(C)Cc1ccc(Cl)c(Cl)c1 | -8.8 | 11.3
Cc1noc(C)c1S(=O)(=O)N(C)C[C@H]1Oc2ccc(NC(=O)Nc3ccc(F)cc3)cc2CC(=O)N([C@@H](C)CO)C[C@H]1C | 7.7 | 1.8
C[C@H](CO)N1C[C@H](C)[C@H](CN(C)C(=O)Nc2cccc3ccccc23)Oc2c(NC(=O)C3CCCCC3)cccc2C1=O | 1.0 | -19.4
C[C@H]1CN([C@@H](C)CO)C(=O)c2cc(NC(=O)Cc3ccccc3)ccc2O[C@@H]1CN(C)C(=O)Nc1ccc(F)cc1 | -2.6 | -6.8
C[C@H](CO)N1C[C@H](C)[C@H](CN(C)S(=O)(=O)c2cn(C)cn2)Oc2ccc(NC(=O)CCC(F)(F)F)cc2C1=O | nt | -1.9
C[C@@H]1CN([C@H](C)CO)C(=O)c2cccc(NC(=O)C3CCOCC3)c2O[C@@H]1CN(C)C(=O)Nc1ccc(F)cc1 | 1.6 | -19.0
C[C@H]1CN([C@@H](C)CO)C(=O)c2cc(NC(=O)Nc3ccc(C(F)(F)F)cc3)ccc2O[C@H]1CN(C)C(=O)Nc1ccc(C(F)(F)F)cc1 | -72.6 | 29.7
O=C(N/N=C/c1cc(O)ccc1Br)c1ccccn1 | 5.7 | -6.3
C[C@H](CO)N1C[C@H](C)[C@H](CN(C)Cc2ccc(Cl)c(Cl)c2)Oc2ccc(NC(=O)Nc3ccc(F)cc3)cc2CC1=O | -14.7 | ?

# Look-ups from the entries so far.
# C[C@H](CO)N1C[C@H](C)[C@H](CN(C)S(=O)(=O)c2cn(C)cn2)Oc2ccc(NC(=O)CCC(F)(F)F)cc2C1=O in T cruzi intra is entered as -1.9
# Cc1noc(C)c1S(=O)(=O)N(C)C[C@H]1Oc2ccc(NC(=O)Nc3ccc(F)cc3)cc2CC(=O)N([C@@H](C)CO)C[C@H]1C in INS-1E rescue is entered as 7.7
# C[C@H](CO)N1C[C@H](C)[C@H](CN(C)C(=O)Nc2cccc3ccccc23)Oc2c(NC(=O)C3CCCCC3)cccc2C1=O in T cruzi intra is entered as -19.4
